Source: PubChem (National Center for Advancing Translational Sciences (NCATS))
TDP1 cell CPT = qHTS for Inhibitors of human tyrosyl-DNA phosphodiesterase 1 (TDP1): qHTS in cells in presence of CPT | chicken DT40 Tdp1-/-;hTDP1 cells + 20 nM CPT, ATP luminescence, 48 h | Potency, µM (titrated, usually from 46.2 µM), for inactives: at the top dose activity change, negative = growth inhibition, most hits filed as inhibitors | 420,000 tested, 12% active | AID 686979, 2013; note: nearly all actives have a fitted effect of over 55% in size
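Cell growth measured by CellTiter-Glo luminescence after a minimum 48 h, 37 C compound exposure with 20 nM CPT in Tdp1-knockout DT40 cells stably expressing hTDP1, seeded 400/well; qHTS titration format.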
DT40 TDP1 no CPT = qHTS for Inhibitors of human tyrosyl-DNA phosphodiesterase 1 (TDP1): qHTS in cells in absence of CPT | DT40 Tdp1-/- hTDP1 cells, no CPT, ATP luminescence, 48 h | Potency, µM (highest dose often 46.2 µM), inactives show at the top dose activity change, negative = growth inhibition, hits mostly inhibitors | 420,000 tested, 15% active; note: nearly all actives have a fitted effect of over 55% in size
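Luminescent ATP content (CellTiter-Glo) served as the growth readout. Knockout chicken DT40 cells expressing human TDP1 were exposed to compounds without camptothecin for a minimum 48 hr at 37 °C.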
GCN5L2 inh = qHTS Assay for Inhibitors of GCN5L2. Potency, µM (highest dose often 58.9 µM), for the others: at the top dose activity change, negative = inhibition, hits mostly inhibitors. 390,000 tested, 0.21% active. Histone acetyltransferase KAT2A (Homo sapiens), Q92830. GCN5L2 HAT assay, ThioGlo1 CoA-SH fluorescence
Target sequence (Q92830 whole entry, looked up): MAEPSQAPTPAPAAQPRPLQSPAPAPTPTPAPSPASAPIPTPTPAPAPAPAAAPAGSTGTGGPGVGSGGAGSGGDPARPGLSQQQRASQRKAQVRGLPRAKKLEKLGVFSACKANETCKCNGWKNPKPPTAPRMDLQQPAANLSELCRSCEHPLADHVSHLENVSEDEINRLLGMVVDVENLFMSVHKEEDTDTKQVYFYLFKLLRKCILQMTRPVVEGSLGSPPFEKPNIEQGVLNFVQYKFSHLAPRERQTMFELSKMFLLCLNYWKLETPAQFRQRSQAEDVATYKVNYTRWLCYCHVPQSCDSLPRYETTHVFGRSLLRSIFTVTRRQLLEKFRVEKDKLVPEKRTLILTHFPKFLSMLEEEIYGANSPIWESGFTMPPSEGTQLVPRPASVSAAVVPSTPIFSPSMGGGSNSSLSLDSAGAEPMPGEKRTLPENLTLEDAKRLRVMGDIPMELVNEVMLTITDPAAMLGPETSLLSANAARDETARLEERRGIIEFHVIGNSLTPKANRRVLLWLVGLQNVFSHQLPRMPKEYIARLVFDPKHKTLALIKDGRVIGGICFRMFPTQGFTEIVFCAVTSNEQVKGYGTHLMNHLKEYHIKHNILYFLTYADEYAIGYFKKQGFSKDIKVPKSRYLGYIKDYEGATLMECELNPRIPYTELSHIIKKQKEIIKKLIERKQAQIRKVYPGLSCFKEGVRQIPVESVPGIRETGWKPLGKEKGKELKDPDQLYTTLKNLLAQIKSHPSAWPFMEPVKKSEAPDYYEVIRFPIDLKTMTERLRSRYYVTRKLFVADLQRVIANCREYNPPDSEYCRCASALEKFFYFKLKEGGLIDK
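qHTS, 1536-well. 20nM enzyme, pH 7.5 HEPES/EDTA/Tween-20 buffer; 15 min compound preinc., RT. Start: 75uM H3(1-25), 70uM AcCoA, 50uM ThioGlo1. Read Ex340/Em540 at t=0 (autofluorescence flag) and t=20 min.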
The depositor's hits bear a star; ? = inconclusive; · = no result given; & = joins results of further samples; [ ] = remark or other dose. Calls come from the whole dose curve; as a rule, active = well fitted curve in the direction sought with a large enough effect; inconclusive = small, poorly fitted or top-dose-only effect, or another doubt; inactive = no such curve, though single readings can be large; an effect the other way counts as inactive or inconclusive. % is set by controls: 0 for no effect and ±100 for the full control effect; potency is the fitted concentration of half-maximal effect.

mol	TDP1 cell CPT	DT40 TDP1 no CPT	GCN5L2 inh
Cc1ccc2c(c1)N(CC(=O)N1CCOCC1)C(=O)C(C)O2 (centres undefined)	6%	0%	-3%
O=C(COC(=O)c1ccc([N+](=O)[O-])cc1)Nc1ccccc1C(=O)NC1CC1	5%	3%	-6%
NS(=O)(=O)c1ccc(CCNC(=O)c2ccccc2[N+](=O)[O-])cc1	-6%	-20%	-3%
Cc1ccn2c(=O)nc(SCc3cccc(C(F)(F)F)c3)nc2c1	-10%	?	-10%
Cc1ccc(OC2CCN(C(=O)[C@H]3O[C@@H](n4ccc(N)nc4=O)[C@H](O)[C@@H]3O)CC2)cc1	0%	-4%	·
Cc1occc1-c1nnc(SCC(=O)NCc2cccs2)n1CC1CCCO1 (centres undefined)	0%	5%	-16%
CCc1nnc(NC(=O)Cc2cccs2)s1	4%	-9%	0%
O=C(CSc1nnc(-c2ccncc2)n1Cc1ccco1)Nc1ccccc1F	-3%	?	2%
COc1ccc(S(=O)(=O)N(C)c2ccc(OC(=O)C(C)Oc3ccc(F)cc3)cc2)cc1 (centres undefined)	-6%	-11%	-11%
O=C(CSc1nc2ccccc2[nH]1)NCc1ccc2c(c1)OCO2	-28%	-19%	-4%
CCOc1ccc(Br)cc1S(=O)(=O)Nc1ccc(C(=O)Nc2ccc(C)cc2)cc1	?	?	-1%
O=[N+]([O-])c1cc(Cl)ccc1Sc1ccccn1	-1%	-3%	-4%
O=C(Oc1ccc2c(c1)OCC2=O)c1ccccc1	2%	-21%	1%
CCOC(=O)c1[nH]c2cc3c(cc2c1NC(=O)CN1CCCC1)OCO3	-7%	?	2%
CCOC(=O)/C=c1\s/c(=C(\C#N)C(N)=O)n(-c2ccccc2)c1=O	-30%	-30%	-1%
CN(C)c1nc(Oc2ccc(=O)[nH]n2)nc(N2CCOCC2)n1	-6%	-15%	-2%
CCN(CCC#N)c1ccc(/C=C/c2ccnc3ccccc23)cc1	?	20µM*	·
CCC(C)NC(=O)c1c(N)n(/N=C/c2ccccn2)c2nc3ccccc3nc12 (centres undefined)	21µM*	21µM*	-1%
CC(NC(=O)c1ccccc1Cl)C(=O)Nc1ccc2c(c1)OCO2 (centres undefined)	-19%	-27%	-22%
COc1cccc(C(=O)N2CCN(S(=O)(=O)Cc3ccccc3)CC2)c1	-26%	-15%	-2%
Cc1c(Cl)ccc2c1NC(=O)[C@]21N[C@@H](Cc2ccccc2)[C@H]2C(=O)N(c3ccc(F)cc3)C(=O)[C@H]21	?	?	-4%
O=C(COC(=O)CCc1c[nH]c2ccccc12)NCc1ccc2c(c1)OCO2	2%	-22%	-7%
S=C1Cc2ccccc2C(c2ccc(Cl)cc2)N1 (centres undefined)	?	23µM*	0%
COc1cc(C=O)ccc1OCCCCOc1ccccc1[N+](=O)[O-]	-27%	?	-3%
Cc1ccccc1N(CC(=O)NCc1ccco1)C(=O)CNS(=O)(=O)c1ccc(F)cc1	7%	-14%	-1%
COc1ccccc1C(CNC(=O)c1cccc(NS(=O)(=O)c2ccc(C)c(F)c2)c1)N(C)C (centres undefined)	?	?	-3%
CN1CCc2c(sc(NC(=O)CSc3ccccc3)c2-c2nc3ccccc3s2)C1	?	21µM*	-1%
CCOc1ccc(NC(=O)CCn2c(=S)oc3ccccc32)cc1	-2%	-7%	6%
C[C@H](NC(=O)OC(C)(C)C)C(=O)NCC1CCC(C(=O)O)CC1 (some centres undefined)	1%	6%	-2%
CCCn1nc(C(=O)Nc2ccc(-n3cnnn3)cc2)c2ccccc2c1=O	?	12µM*	-2%
O=c1[nH]c2ccc(NCc3ccc(-c4ccc(Br)cc4)o3)cc2[nH]1	-11%	-20%	-9%
COc1cc(NC(=O)c2ccc([N+](=O)[O-])o2)ccc1NC(=O)c1cccs1	2.3µM*	3.7µM*	-12%
CC(C)CNC(=O)CN(C1CCCCC1)S(C)(=O)=O	3%	3%	1%
O=c1[nH]c(N2CCOCC2)nc2ccccc12	-13%	-13%	-7%
COC(=O)[C@@]1(Cc2ccc(F)cc2)[C@H]2c3cc(C(=O)N(C)C)n(Cc4ccsc4Br)c3C[C@H]2CN1C(=O)c1ccccc1	?	?	·
COc1cc(CNC(=O)Nc2nc(C(N)CCc3ccccc3)cs2)cc(OC)c1OC (centres undefined)	?	?	·
CC[C@@H](C)CN1C(=O)N[C@@H](c2ccccc2)C(C(C)=O)=C1C	-28%	-24%	·
CC(=O)Nc1ccccc1NC(=O)c1ccc(C)cc1C	0%	-15%	-2%
CCC(=O)Nc1ccc2nc(C3CC3)n(Cc3ccccc3)c(=O)c2c1	-15%	-13%	7%
O=C(Cc1ccc(Cl)c(Cl)c1)Nc1ccccc1N1CCOCC1	23µM*	?	-9%

Part of the list above, set out differently:
Cc1occc1-c1nnc(SCC(=O)NCc2cccs2)n1CC1CCCO1 (centres undefined)
  TDP1 cell CPT: 0%
  DT40 TDP1 no CPT: 5%
  GCN5L2 inh: -16%

CCc1nnc(NC(=O)Cc2cccs2)s1
  TDP1 cell CPT: 4%
  DT40 TDP1 no CPT: -9%
  GCN5L2 inh: 0%

O=C(CSc1nnc(-c2ccncc2)n1Cc1ccco1)Nc1ccccc1F
  TDP1 cell CPT: -3%
  DT40 TDP1 no CPT: ?
  GCN5L2 inh: 2%

COc1ccc(S(=O)(=O)N(C)c2ccc(OC(=O)C(C)Oc3ccc(F)cc3)cc2)cc1 (centres undefined)
  TDP1 cell CPT: -6%
  DT40 TDP1 no CPT: -11%
  GCN5L2 inh: -11%

The listing continues.
mol	TDP1 cell CPT	DT40 TDP1 no CPT	GCN5L2 inh
COc1ccccc1NC(=O)CSc1nc2ccccc2nc1N1CC(C)OC(C)C1 (centres undefined)	21µM*	?	?
COc1ccc(CNCc2c(C(=O)O)c(C)n(Cc3ccccc3C)c2C)cc1OC	-12%	-1%	1%
Nc1nc2cc(Cl)ccc2n1N	-17%	-10%	·
N#C/C(=C\c1ccc(Cl)cc1)c1nc(-c2cc3c(ccc4ccccc43)oc2=O)cs1	4%	3%	-17%
C[C@H]1CN([C@@H](C)CO)C(=O)CCCn2nncc2CO[C@@H]1CN(C)Cc1ccc(C(F)(F)F)cc1	3%	-29%	·
CCOc1ccc(/C=N/NC(=O)Cn2ccnc2C)cc1	-10%	-9%	1%
O=C(O)c1cccc2c1-c1ccc(Cl)cc1C2	-9%	-8%	·
O=C(NCc1ccc2c(c1)OCO2)c1ccc(CS(=O)(=O)Cc2cccc(Cl)c2)o1	?	?	0%
CN1C2CCC1/C(=C\c1ccc(F)cc1)C(=O)/C2=C/c1ccc(F)cc1	21µM*	16µM*	-7%
COC(=O)NNC(=O)COc1cc(C)c(Br)cc1C(C)C	-19%	-23%	3%
Cc1ccc(Oc2ccc(Cl)cc2N)cc1	-9%	?	-11%
CC(C)(C)c1ccc(C(=O)NNC(=O)CCc2ccccc2)cc1	3%	-9%	·
CCn1c(CCCOc2ccc(Cl)cc2Cl)nnc1SCC(=O)Nc1cccc(F)c1	?	?	2%
Cc1ccc(-n2c(=S)[nH]c3sc4c(c3c2=O)CCC4)cc1	-16%	-22%	0%
Cc1ccc(NC(=O)CCCNC(=O)c2ccc(Cl)cc2)c(O)c1	-26%	1%	-1%
COc1cc2cc(C(C)(C)O)oc(=O)c2cc1OC	?	0%	-7%
CCOC(=O)c1ccc(NC(=O)c2nc[nH]c2C(=O)NCC(=O)OC(C)(C)C)cc1	?	-97%	2%
O=S(=O)(c1ccc(Cl)cc1)c1nc(-c2ccccc2Br)oc1NCc1ccccc1	?	13µM*	2%
Cc1cc(NC(=O)c2ccccc2F)ccc1-c1nc2ccccc2s1	?	?	-9%
COC(=O)c1ccc(C2C(Oc3ccc(OC)cc3)C(=O)N2CCc2ccc(F)cc2)cc1 (centres undefined)	-27%	-25%	-1%
COC(=O)CCC(=O)OC1(C)C(=O)C2=CN(CCc3c[nH]c4ccccc34)C(c3ccc(OC)cc3)=CC2=C(Br)C1=O (centres undefined)	?	?	·
CC[C@H](C)[C@H]1CNC(=S)N1CC1CCN(CCCCc2ccccc2)CC1	-6%	-25%	·
COc1ccc(CNc2ccccc2)cc1Br	-28%	-5%	-5%
Cc1[nH]n(-c2ccccc2)c(=O)c1C=Nc1ccc(S(=O)(=O)NC(N)=O)cc1	-28%	-26%	-22%
COc1ccc(S(=O)(=O)NC(CC(=O)NCc2ccco2)c2ccco2)cc1 (centres undefined)	11%	-22%	-5%
Cc1cccc(/C=C/c2onc(C)c2S(=O)(=O)N2CCC(C(=O)NC(C)(C)C)CC2)c1	?	?	?
Cc1cc(C)nc(-c2cccc3c2OC(CNC(=O)c2ccc(Cn4nc(C)cc4C)cc2)C3)n1 (centres undefined)	26%[9.04 µM]	-22%	·
COc1ccc(C(=O)C2CCCN(S(=O)(=O)c3ccc(C(C)=O)cc3)C2)c(C)c1 (centres undefined)	16µM*	12µM*	-9%
Cc1ccc([C@H]2C(C(=O)O)=CC[C@@H](c3ccc(C)cc3)N2S(=O)(=O)c2ccc(C)cc2)cc1	-4%	-10%	-5%
OCCNc1ncnc2c1nnn2Cc1ccccc1Cl	-7%	-15%	·
CC(=O)Oc1ccc2ccccc2c1C(NC(=O)Cc1ccccc1)c1ccc(Cl)cc1 (centres undefined)	?	21µM*	?
CCOc1ccc(CCNC(=O)C2COc3ccccc3C2)cc1OCC (centres undefined)	?	?	2%
Cc1cccnc1NC(=O)C1CCN(S(=O)(=O)c2c(C)noc2/C=C/c2ccco2)CC1	15%	-2%	0%
Cc1ccc(Sc2ccc(NC(=O)c3ccc(S(C)(=O)=O)cc3Cl)cc2)cc1	?	-12%	-2%
Cc1cc(C(=O)Nc2cccc3ncccc23)no1	-18%	-18%	1%
Cc1ccc(NC(=O)CN(C)C(=O)C(c2ccccc2)c2ccccc2)cc1	?	?	-4%
Cc1ccc(S(=O)(=O)N(C)c2ccc(C(=O)O)cc2)cc1	-10%	3%	1%
CCN(CC(=O)NC1CCS(=O)(=O)C1)c1ccc([N+](=O)[O-])cc1C#N (centres undefined)	-24%	1%	-9%
Cc1cccc(CNC(=O)C(C)n2nc(C)c3c(C)n(-c4ccccc4)nc3c2=O)c1 (centres undefined)	-30%	-17%	-6%
CC1C(=O)CCN(C(C)C)C1C (centres undefined)	5%	-3%	-2%
CCN(CC)c1ncnc2c1ncn2[C@H]1CN(Cc2ccc(OC)cc2)C[C@@H](CO)O1	?	?	·
COc1ccc(NC(=O)CCC(=O)Nc2cc(OC)c(NC(=O)c3ccco3)cc2OC)c(OC)c1	-27%	?	-7%
COc1cccc(-n2cc3c(=O)n(C)c(=O)n(C)c3c2)c1	-12%	9%	-6%
S=c1[nH]nc(COc2ccccc2)n1/N=C/c1ccncc1	3%	-10%	-4%
COc1cccc(N2CCN(C(=O)CCSCc3ccccc3F)CC2)c1	?	?	-7%&-2%
CCC(Oc1ccccc1)C(=O)Nc1ccc(S(=O)(=O)Nc2ncccn2)cc1 (centres undefined)	11%	-8%	-7%
COc1cccc(-c2nc(CS(=O)CC(=O)NCc3ccc4c(c3)OCO4)c(C)o2)c1 (centres undefined)	?	-25%	-12%
COc1ccc(C/C(N)=N/OC(=O)COc2ccccc2C)cc1	-20%	-15%	-7%
COc1ccc(CCNC(=O)CSCC(=O)Nc2cc(S(C)(=O)=O)ccc2Cl)cc1	-4%	9.2µM*	-1%
COc1ccccc1OCCNS(=O)(=O)c1ccc2oc3ccccc3c2c1	-12%	?	0%

(cont.)
mol	TDP1 cell CPT	DT40 TDP1 no CPT	GCN5L2 inh
CCOc1ccc(CNC(=O)CSc2nnc(C)c3c(C)n(-c4ccccc4)nc23)cc1	?	?	-6%
N#CC1=C(N)NC(SCc2ccccc2)=C(C#N)C12CCCC2	?	18µM*	-10%
N#C/C(=C/c1ccc(N2CCCCC2)cc1)c1cccc(F)c1	?	?	-2%
COC(=O)c1ccc(N=Nc2c(C)[nH]n(-c3ccccc3)c2=O)cc1	-9%	-13%	-18%
CC1CCN(S(=O)(=O)c2ccc(NC(=O)c3ccccc3F)cc2)CC1	?	?	-6%
Cc1cc(Br)ccc1NC(=O)CCNS(=O)(=O)c1cccc2nonc12	-26%	?	1%

An excerpt. The share of hits here may be higher or lower than overall.
